Bioassay records: PubChem BioAssay, several laboratories
SMARCA2 activ – SMARCA2 (BRM) function activators, primary screen, cell-based, luminescence, high throughput; activation, % at 9.1 µM; AID 652017, 2013; actives 1% (n = 370,000); MG213 cells, MMTV-luciferase reporter, dexamethasone, overnight; in the data active means activation above about 7.8%;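 further: 0% = vehicle wells and 100% = reference activator wells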
ssDAF-12 act – S. stercoralis DAF-12 nuclear receptor activators, primary screen, cell-based, luminescence, HEK293, GRIP1 co-expression, lit1-tk-luc; actives 1% (n = 370,000); Nuclear hormone receptor DAF-12 (Strongyloides stercoralis); HEK293 ssDAF-12/GRIP1 lit1-tk-luc reporter; % of 3 µM dafachronic acid response; activation, % at 6.8 µM; AID 652126, 2013;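 active means activation above the mean over all tested compounds plus 3 SD, cut at about 0.9% in these data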;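 further: 0% = DMSO-only wells and 100% = 3 µM delta7-dafachronic acid wells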
hcDAF-12 act – H. contortus DAF-12 nuclear receptor activators, primary screen, cell-based, luminescence, HEK293, lit1-tk-luc reporter; HEK293 hcDAF-12 lit1-tk-luc reporter; 0% DMSO, 100% Δ7-dafachronic acid; activation, % at 6.8 µM; actives 1.4% (n = 370,000);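 active means activation above the mean of all tested compounds plus 3 SD, cut at about 5.5% in these data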;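 further: 100% = response to 3 µM Δ7-dafachronic acid high control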
DAX1 inh-1 – DAX1 (NR0B1) inhibitors, primary screen, cell-based, HEK293, Gal4-DAX1, luciferase luminescence; AID 504766, 2011; inhibition, % at 6.75 µM; Nuclear receptor subfamily 0 group B member 1 (Homo sapiens), P51843; HEK293 Gal4-DAX1 luciferase reporter; actives 0.99% (n = 340,000);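 active means inhibition above the mean over all tested compounds plus 3 SD, cut at about 4.2% in these data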;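 further: 0% = DAX1-transfected cells with DMSO and 100% = empty-vector control cells with DMSO; inhibition shows as a rise in luminescence from relieved DAX1 repression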
Target sequence (P51843 207-470 limits assumed): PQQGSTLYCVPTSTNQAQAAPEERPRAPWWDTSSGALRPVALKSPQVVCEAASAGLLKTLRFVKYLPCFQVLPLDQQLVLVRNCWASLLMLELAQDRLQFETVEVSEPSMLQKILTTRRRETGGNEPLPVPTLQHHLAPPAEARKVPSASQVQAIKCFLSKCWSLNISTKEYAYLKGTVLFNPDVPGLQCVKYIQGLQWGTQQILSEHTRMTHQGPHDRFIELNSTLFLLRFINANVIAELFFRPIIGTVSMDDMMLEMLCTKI
GC-A act – GC-A stimulated cGMP production enhancers – HEK293 GC-A cells, cGMP TR-FRET, EC30 ANP, primary screen. 0% at EC30 ANP, 100% saturating ANP. activation, % at 10 µM. actives 0.14% (n = 370,000). AID 1671463, 2021; in the data active means activation above about 40%
GAA850 FXN act – FXN promoter activators, primary screen, cell-based, luciferase luminescence, HEK293 lucGAA850. AID 540364, 2011. activation, % at 6 µM. actives 0.56% (n = 360,000). HEK293 lucGAA850 FXN promoter luciferase reporter, 24 h; percent of 10 µM SAHA response;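 active means activation above the average of all compounds screened plus 3 SD, cutoff fixed separately per campaign, cut at about 7.5% in these data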;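 further: 0% = DMSO wells and 100% = 10 µM SAHA wells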
PG9 binder – binders of HIV-1 gp120 antibody PG9, primary screen, biochemical, TR-FRET. TR-FRET gp120-PG9 antibody binding. inhibition, % at 6.7 µM. HIV-1 gp120 / PG9 antibody interaction. actives 0.43% (n = 360,000); in the data active means inhibition above about 8.5%
ADAM17 inh – ADAM17 inhibitors, primary screen, biochemical, QFRET | inhibition, % at 6.95 µM | recombinant ADAM17, EDANS/DABCYL FRET peptide cleavage | AID 720648, 2013 | actives 0.83% (n = 370,000);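 active means inhibition above the mean of compounds lying between control limits plus 3 SD, set per campaign, cut at about 8.5% in these data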;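 further: 0% = DMSO-only wells as the low control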
Target sequence (P78536 215-824 limits assumed): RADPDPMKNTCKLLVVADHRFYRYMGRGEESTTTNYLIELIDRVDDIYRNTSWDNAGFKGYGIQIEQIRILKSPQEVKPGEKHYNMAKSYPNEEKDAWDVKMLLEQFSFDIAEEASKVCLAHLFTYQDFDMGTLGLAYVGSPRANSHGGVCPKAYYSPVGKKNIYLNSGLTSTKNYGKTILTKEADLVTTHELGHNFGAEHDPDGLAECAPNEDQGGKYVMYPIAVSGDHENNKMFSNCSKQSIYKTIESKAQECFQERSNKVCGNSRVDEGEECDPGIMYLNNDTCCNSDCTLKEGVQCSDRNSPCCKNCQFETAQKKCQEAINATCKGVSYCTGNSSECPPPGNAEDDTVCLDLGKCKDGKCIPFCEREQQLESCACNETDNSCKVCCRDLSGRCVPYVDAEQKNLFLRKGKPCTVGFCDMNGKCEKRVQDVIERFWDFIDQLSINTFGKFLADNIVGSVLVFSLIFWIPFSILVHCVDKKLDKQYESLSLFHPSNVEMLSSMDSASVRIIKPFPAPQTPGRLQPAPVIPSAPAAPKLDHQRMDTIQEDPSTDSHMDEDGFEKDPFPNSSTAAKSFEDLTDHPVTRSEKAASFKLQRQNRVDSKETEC
hgDAF12 agonist – H. glycines DAF-12 receptor agonists, primary screen, cell-based, luminescence, HEK293, GAL4 fusion, UAS-luciferase; Nuclear hormone receptor DAF-12 (Heterodera glycines), GAL4 fusion; HEK293 GAL4-hgDAF12 UAS-luciferase reporter, agonist luminescence; normalized to butyrate control; activation, % at 6.8 µM; actives 1.8% (n = 370,000);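 active means activation above a cutoff set at the mean of all screened compounds plus 3 SD, cut at about 10% in these data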;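 further: 0% = DMSO wells and 100% = sodium butyrate wells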
ADAM10 inh – human ADAM10 inhibitors, primary screen, biochemical, QFRET, HTS; Disintegrin and metalloproteinase domain-containing protein 10 (Homo sapiens), O14672; recombinant ADAM10, EDANS/DABCYL FRET peptide cleavage, 3 h; inhibition, % at 7 µM; actives 0.62% (n = 370,000);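 active means inhibition above a per-campaign cutoff equal to the mean of compounds falling between control-based bounds plus 3 SD, cut at about 20% in these data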;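 further: 0% = DMSO wells while the 100% control is not disclosed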
DAX1 inh-2 – DAX1 (NR0B1) inhibitors on StAR promoter, primary screen, cell-based, luminescence, SF-1 (NR5A1), full-length DAX-1; HEK293T StAR-luciferase reporter, SF-1/DAX-1 repression relief; inhibition, % at 6.8 µM; actives 1.1% (n = 370,000); AID 652010, 2013;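 active means inhibition above the mean over all tested compounds plus 3 SD, cut at about 3.6% in these data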;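 further: 0% = DAX-1 cells with DMSO and 100% = cells lacking DAX-1 with DMSO; higher inhibition means more luminescence from relief of DAX-1 repression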
An asterisk follows results filed as active; . = not tested or not shown.

SMILES | SMARCA2 activ | ssDAF-12 act | hcDAF-12 act | DAX1 inh-1 | GC-A act | GAA850 FXN act | PG9 binder | ADAM17 inh | hgDAF12 agonist | ADAM10 inh | DAX1 inh-2
CCCN1C2CCCC1CC(NC(=O)c1ccccc1)C2 (stereo not given) | -1 | -1.1 | 1.1 | 0.2 | 3 | 0.9 | -3.4 | 1 | -0.3 | 2 | -0.2
O=[N+]([O-])c1ccccc1C=NN1CCCCCC1 | -1 | -0.7 | 2.7 | 0.8 | -3 | 0.2 | -0.4 | 0 | 1.0 | -9 | -0.9
O=C(N/N=C\C1CC=CCC1)c1ccc(Br)o1 (stereo not given) | 8 | 0.1 | 6.6* | 1.8 | 1 | 5.8 | -1.3 | 1 | 6.3 | -5 | 8.5*
COc1ccc2oc(C(=O)CCC(=O)O)c(N)c2c1 | 0 | -1.0 | 2.4 | 0.0 | 2 | -3.4 | 0.1 | -47 | 3.1 | -141 | 2.6
CC(=O)Nc1ccc(S(=O)(=O)Nc2ccccc2C(=O)N2CCOCC2)cc1 | -2 | -1.1 | -0.9 | -0.2 | 5 | 0.2 | 2.1 | -4 | 0.6 | -6 | -0.1
Cc1ccc(NC(=O)C2(C)CCCN(C(C)C)C2)cc1C (stereo not given) | -1 | -1.2 | -1.5 | . | 6 | -0.3 | -1.9 | -1 | 1.8 | -8 | 0.5
COc1ccc(CC(/C=C/c2ccc(F)cc2)c2ccccc2)cc1 (stereo not given) | -2 | -1.1 | -2.1 | . | -3 | . | . | -4 | -1.5 | -6 | -0.6
Oc1ccccc1C1CC(c2cccs2)=NC(c2ccc(Cl)cc2)N1 (stereo not given) | -2 | -0.7 | 3.9 | 0.9 | -7 | 0.7 | 1.3 | -5 | 3.0 | -6 | -0.5
O=C(NCc1ccc(F)cc1)c1cc(C2CCCN(S(=O)(=O)c3ccccc3)C2)on1 (stereo not given) | -3 | -1.4 | -1.7 | . | -1 | -0.9 | -0.7 | -3 | -1.9 | -6 | -1.5
Cc1cc(C=O)c(C)n1-c1ccc(NC2CCCC2)c([N+](=O)[O-])c1 | 1 | -1.3 | -3.5 | -0.8 | -7 | -1.6 | -3.7 | 1 | -3.7 | -2 | -0.3
Cc1ccc(-n2c(SCC(=O)c3ccc(Br)cc3)nnc2-c2ccncc2)cc1 | -3 | -1.7 | -2.9 | . | -14 | . | . | 0 | -1.9 | 1 | -1.0
COc1ccc(C)cc1NS(=O)(=O)c1cccc2nonc12 | -4 | -1.0 | -0.7 | 1.3 | -4 | -1.3 | -2.2 | 1 | 2.0 | -2 | -0.9
CCC(C)c1ccc(S(=O)(=O)N2CCN(CC(O)COCC3CCCO3)CC2)cc1 (stereo not given) | 0 | -0.9 | -0.5 | -1.0 | 1 | 3.7 | -1.0 | 0 | 0.3 | 2 | 0.9
Cc1cc(C)n2nc(SCC(=O)NCc3ccco3)nc2n1 | -1 | -1.8 | -0.9 | 0.4 | 4 | -1.6 | -1.8 | -1 | -1.3 | -3 | 0.3
Cc1nccn1CC(=O)c1ccc(O)c(O)c1 | 0 | -1.4 | -0.6 | 0.3 | -4 | 2.3 | -0.5 | -5 | -0.3 | 1 | 0.2
CCCCN(CCCC)CCCNC(=O)C1CC(c2cc(C(F)(F)F)cc(C(F)(F)F)c2)=NO1 (stereo not given) | -1 | -1.4 | -1.1 | 0.3 | 0 | 1.9 | -1.1 | -5 | -0.3 | -5 | -0.3
Cc1ccc(NS(=O)(=O)c2c(C(=O)N3CCOCC3)c(C)n(C)c2C)cc1C | -1 | -1.8 | 0.2 | 0.2 | 2 | 2.7 | 0.9 | -5 | -2.5 | 1 | 1.4
CCCN(CCC)CCc1cccc2c1CC(=O)N2 | -5 | -1.3 | -1.8 | . | 3 | . | . | 0 | -2.4 | -2 | 0.9
CC(C)C[C@H]1CN=C(Nc2ccccc2)N1CC(C)C | 1 | -1.1 | -1.1 | 0.9 | -3 | -1.6 | 3.8 | -2 | -0.3 | 0 | -0.4
COC(=O)c1ccc(CSc2nc(C(F)F)cc(C)c2C#N)o1 | -5 | -2.4 | -3.4 | -1.8 | 5 | 2.7 | -0.9 | 2 | -2.6 | -2 | -0.1
CC(C)CCn1cnc2c([nH]c3cccc(Cl)c32)c1=O | 1 | -1.1 | 0.5 | -0.1 | 15 | 4.0 | 2.9 | -10 | -1.3 | -1 | -0.4
CC(=O)c1ccccc1NC(=O)CN1C(=O)NC2(CCCCCCC2)C1=O | 1 | -0.1 | 3.3 | 0.0 | 2 | 1.4 | -1.8 | 4 | -3.2 | 2 | 0.6
O=C(CSc1nccn1-c1ccccc1)NCc1ccc(F)cc1 | 1 | -2.5 | -0.1 | 0.8 | 0 | -2.1 | 0.2 | 1 | 1.1 | 1 | 0.5
COc1ccccc1NC(=O)COC(=O)Cn1c(C)csc1=O | -2 | -0.9 | -0.4 | 1.4 | 3 | 0.1 | -0.7 | -5 | 2.5 | -9 | 0.2
COC(=O)c1cccc(Nc2cc(C)nc(-c3ccccc3O)n2)c1 | 4 | -0.8 | -0.8 | 0.3 | 12 | -0.4 | -0.1 | 1 | 2.6 | 10 | 0.1
Cc1ccc(S(=O)(=O)N2[C@@H](CO)CO[C@H]2CC(=O)c2cccc3ccccc23)cc1 | 0 | -1.2 | -3.2 | . | -1 | . | 1.6 | 4 | -2.4 | 9 | 0.5
O=C(NC1CCS(=O)(=O)C1)/C(=C\c1ccco1)NC(=O)c1ccccc1 (stereo not given) | 1 | 0.1 | 0.0 | 0.3 | -1 | 0.2 | -2.1 | -5 | 0.9 | -3 | -0.1
O=C(NCC1CCCO1)c1ccc(NS(=O)(=O)c2cccc([N+](=O)[O-])c2)cc1 (stereo not given) | -5 | -0.9 | 0.7 | -0.1 | 0 | 4.2 | -0.9 | -6 | -3.7 | -6 | -0.2
O=C(Nc1ccccc1F)c1cc2c(s1)-c1ccccc1S(=O)(=O)C2 | 0 | -2.3 | -0.6 | 1.6 | 1 | -0.4 | -0.4 | -32 | 8.0 | -96 | -0.8
CCOC(=O)N1CCc2c(sc3nc(SC(C)C)n(N)c(=O)c23)C1 | -4 | -1.6 | -3.2 | -0.6 | 12 | 1.1 | 1.5 | -3 | -6.3 | 4 | -1.1

Next part, overlapping the part above by 6 compounds.
SMILES | SMARCA2 activ | ssDAF-12 act | hcDAF-12 act | DAX1 inh-1 | GC-A act | GAA850 FXN act | PG9 binder | ADAM17 inh | hgDAF12 agonist | ADAM10 inh | DAX1 inh-2
COC(=O)c1cccc(Nc2cc(C)nc(-c3ccccc3O)n2)c1 | 4 | -0.8 | -0.8 | 0.3 | 12 | -0.4 | -0.1 | 1 | 2.6 | 10 | 0.1
Cc1ccc(S(=O)(=O)N2[C@@H](CO)CO[C@H]2CC(=O)c2cccc3ccccc23)cc1 | 0 | -1.2 | -3.2 | . | -1 | . | 1.6 | 4 | -2.4 | 9 | 0.5
O=C(NC1CCS(=O)(=O)C1)/C(=C\c1ccco1)NC(=O)c1ccccc1 (stereo not given) | 1 | 0.1 | 0.0 | 0.3 | -1 | 0.2 | -2.1 | -5 | 0.9 | -3 | -0.1
O=C(NCC1CCCO1)c1ccc(NS(=O)(=O)c2cccc([N+](=O)[O-])c2)cc1 (stereo not given) | -5 | -0.9 | 0.7 | -0.1 | 0 | 4.2 | -0.9 | -6 | -3.7 | -6 | -0.2
O=C(Nc1ccccc1F)c1cc2c(s1)-c1ccccc1S(=O)(=O)C2 | 0 | -2.3 | -0.6 | 1.6 | 1 | -0.4 | -0.4 | -32 | 8.0 | -96 | -0.8
CCOC(=O)N1CCc2c(sc3nc(SC(C)C)n(N)c(=O)c23)C1 | -4 | -1.6 | -3.2 | -0.6 | 12 | 1.1 | 1.5 | -3 | -6.3 | 4 | -1.1
COCCN1C(=O)C(=O)/C(=C(/O)c2ccc3c(c2)OCCO3)C1c1ccc(C(=O)OC)cc1 (stereo not given) | -1 | -1.3 | -1.6 | 0.5 | -9 | 0.9 | 1.0 | 8 | -1.9 | -3 | 0.6
O=C(NC1CCCC1)C1CCN(C(=O)c2ccc(-c3ccccc3)cc2)CC1 | 0 | -2.2 | -1.5 | 1.5 | 1 | 1.7 | -3.5 | -5 | -1.1 | -6 | -0.8
Cc1ccc(NN2C(=O)C=CC2=O)cc1 | -1 | -1.3 | -0.2 | 0.9 | 2 | -1.2 | 0.4 | -3 | 1.3 | -5 | -0.1
COc1ccc(CCNC(=O)C(=O)NCC2OCCN2S(=O)(=O)c2ccc(C)cc2)cc1OC (stereo not given) | -1 | -1.5 | -3.2 | -1.2 | 1 | -1.7 | -0.4 | -1 | -2.0 | -3 | -3.0
CCC1(C)Cc2c(C#N)c(N)n(-c3ccccc3)c(=O)c2CO1 (stereo not given) | 4 | -1.9 | -0.7 | -0.6 | 6 | 1.9 | -0.3 | -3 | -1.1 | -1 | -0.2
O=C(C1CCC1)N1CCN(S(=O)(=O)c2ccc(Br)cc2Cl)CC1 | -1 | -1.5 | -1.7 | -0.6 | -2 | 0.7 | 0.5 | -4 | -2.5 | 0 | -2.4
O=C(C1CCCN(Cc2ccccc2Cl)C1)N1CCCCC1 (stereo not given) | -1 | -0.9 | 1.6 | 0.6 | -2 | -1.3 | 1.1 | -3 | -1.5 | 2 | 0.0
CC(Nc1cccnc1)=C(C#N)C#N | -1 | -0.9 | -0.7 | 0.2 | 7 | -0.1 | -0.8 | -3 | 0.7 | -9 | 0.1
CCCCCC(=O)N1CCN(S(=O)(=O)c2ccc3c(c2)OCCO3)CC1 | 0 | -0.7 | -1.0 | 0.9 | 1 | 0.3 | 2.8 | -1 | -1.8 | 2 | -2.7
O=C(Nc1ccc2oc(-c3ccc4ccccc4c3)nc2c1)c1ccc2c(c1)OCCO2 | -1 | -1.7 | -1.6 | 0.5 | 6 | 1.9 | -23 | -13 | 0.7 | -72 | 0.0
COCCCn1cc(CN(C)C2CN(Cc3cn(CCCOC)nn3)S(=O)(=O)C2)nn1 (stereo not given) | -5 | -0.2 | -0.1 | . | 1 | . | -0.7 | 4 | -0.1 | -20 | 0.5

Hits appear at their usual frequency. About 6.8% of those tested had a hit in this group.
